Screening data (PubChem)
PMI inhibition = human PMI inhibitors, high substrate, primary screen, biochemical, fluorescence intensity, high mannose 6-phosphate (AID 1220). actives 0.66% (n = 190,000). recombinant PMI enzyme, coupled fluorescence intensity; higher % means a stronger effect. Mannose-6-phosphate isomerase (Homo sapiens). one-dose inhibition, % at 20 µM; IC50 in µM for titrated hits
TNAP activation fold = human TNAP enzyme activators, primary screen, biochemical, luminescent, no phosphate acceptor, uHTS (AID 1001); purified TNAP, luminescent activation assay, no phosphate acceptor; higher activation fold means a stronger effect; activation fold at 20 µM, or EC50 in µM where a hit was titrated; actives 0.03% (n = 200,000); in the data active means activation fold from about 3, or a potency from the dose series; inactive means the rest, 99 in 100 with activation fold below about 1.6; further: many of its hits are not listed in these tables
CSM14.1 death rescue = rescue of cells from ER stress-induced death, primary screen, 384-well, CSM14.1, thapsigargin, ATP luminescence (AID 1222) | CSM14.1 thapsigargin-induced death rescue, ATP luminescence; higher % means a stronger effect | cellular ATP content (survival), % at 20 µM; hits with a dose series show EC50 in µM | 190,000 tested, under 10 active;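 active means EC50 below 50 µM in the dose-response confirmation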;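 further: death triggered by thapsigargin at about 15 µM added after 2 h compound pretreatment; cell ATP read after overnight thapsigargin exposure of roughly 18 to 22 hours; normalized against plate controls of thapsigargin alone and 5% DMSO vehicle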
human PMI inhibition = inhibitors of human PMI, primary screen, biochemical, fluorescence intensity, coupled assay (AID 1209); purified PMI enzyme, coupled fluorescence intensity; higher % means a stronger effect; one-dose inhibition, % at 20 µM; IC50 in µM for titrated hits; actives 0.42% (n = 190,000);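 further: plate controls were DMSO vehicle for no effect and wells lacking substrate for full effect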
Myeloid diff MLP = induction of myeloid progenitor differentiation, primary screen, cell-based, flow cytometry, MLPCN library | ER-HoxA9 myeloid progenitors, lysozyme-GFP differentiation | actives 1% (n = 360,000) | AID 624256, 2012 | calls only at 10 µM;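 active means normalized GFP-positive differentiation at or above the plate's own cutoff, the solvent-only control mean plus 3 SD; inconclusive means no clear call, values can overlap the other calls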;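 further: cells exposed to compound for four days before flow analysis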
P. falciparum M1AAP = P. falciparum M1AAP inhibitors, biochemical, fluorogenic H-Leu-NHMec substrate, 1536-well (AID 1445) | Aminopeptidase N (Plasmodium falciparum (isolate 3D7)) | recombinant M1AAP, H-Leu-NHMec fluorogenic kinetic assay; higher % means a stronger effect | one-dose inhibition, % at 30 µM; IC50 in µM for titrated hits | actives 0.42% (n = 220,000);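 active means primary inhibition above the hit cutoff, then over 50% inhibition at one or more dose response concentrations, cut at about 23% in these data, passing the limit was not always enough; inconclusive means conflicting primary data, or primary hits not chosen for dose response; inactive means low primary inhibition, or under 50% at every dose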;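 further: plate controls were DMSO full reaction for no effect and no enzyme background for full effect; strong numbers were not always called active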
LYP phosphatase = inhibitors of LYP phosphatase, biochemical, fluorescence intensity, uHTS (AID 1779); Tyrosine-protein phosphatase non-receptor type 22 (Homo sapiens); recombinant LYP phosphatase, fluorescence intensity; higher % means a stronger effect; inhibition, % at 11.5 µM; hits with a dose series show IC50 in µM; actives 0.054% (n = 290,000);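 further: plate controls were vehicle with enzyme for no effect and no enzyme for full effect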
P. falciparum M17LAP = P. falciparum M17LAP inhibitors, primary screen, biochemical, fluorogenic H-Leu-NHMec substrate, 1536-well (AID 1619); Leucine aminopeptidase (Plasmodium falciparum (isolate 3D7)); recombinant M17LAP, H-Leu-NHMec fluorogenic kinetic assay; higher % means a stronger effect; inhibition, % at 30 µM; hits with a dose series show IC50 in µM; actives 0.38% (n = 220,000);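 active means compound inhibiting the enzyme by more than half at any dose during confirmatory dose-response retesting; inconclusive means strong single-dose inhibitors picked by rank but not retested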;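 further: plate controls were full reaction with DMSO carrier for no effect and no enzyme background for full effect; strong numbers were not always called active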
XIAP antagonists = XIAP antagonists, biochemical, IAP family, fluorescence polarization (AID 1018); E3 ubiquitin-protein ligase XIAP (Homo sapiens); XIAP BIR domain, fluorescence polarization peptide displacement; higher % means a stronger effect; displacement, % at 20 µM; hits with a dose series show IC50 in µM; actives 0.007% (n = 200,000); in the data active means displacement above about 50%; further: a part of the inactive calls stands beside numbers as strong as those of hits
Myeloid diff MLP GFP+ MAC1+ % = further read-out of Myeloid diff MLP, marked with its call; GFP+ MAC1+ double positive, %; measured here: differentiation confirmed by MAC1 staining
The depositor's hits bear a star; i = inactive; ? = inconclusive; / = not tested or not shown; + = active, no number. Unless noted, no stated cut-off is given here; in the data, active means inhibition above about 50%; inactive means the rest.

SMILES	PMI inhibition	TNAP activation fold	CSM14.1 death rescue	human PMI inhibition	Myeloid diff MLP	Myeloid diff MLP GFP+ MAC1+ %	P. falciparum M1AAP	LYP phosphatase	P. falciparum M17LAP	XIAP antagonists
CC(C)C(C(=O)NC1CCCCC1)N(CC1CCCO1)C(=O)CNS(=O)(=O)c1ccc(F)cc1 (stereo not drawn)	6%	1.1	0.0%	13%	i	0.7	10%	1%	-3%	-1.2%
O=C(O)CC(c1cccc([N+](=O)[O-])c1)N1Cc2ccccc2C1=O (stereo not drawn)	12%	1.1	-0.2%	6%	i	0.1	-3%	-9%	-4%	-1.9%
CCc1ccc(NC(=O)CSc2nnc(CC)c(CC)n2)cc1	1%	1.1	-0.6%	4%	i	1.0	-1%	-8%	29%	-2.9%
C/C(=N/NC(N)=S)c1ccccc1[N+](=O)[O-]	-5%	1	3.0%	7%	i	1.3	-1%	-2%	-6%	-2.1%
Cc1cc(C)c2nc(NNC(=O)c3ccc(S(=O)(=O)N4CCc5ccccc5C4)cc3)sc2c1	-14%	1.1	0.8%	-7%	i	4.9	-11%	1%	12%	-0.9%
O=C1C=C(NNC(=O)c2ccncc2)CC(c2ccccc2)C1 (stereo not drawn)	18%	1.5	-1.8%	6%	i	0.4	14%	-1%	21%	-5.3%
Cc1nc2c(ccc3nc(NC(=O)C4CC4)sc32)s1	-2%	1.1	-0.3%	-7%	i	0.8	2%	2%	8%	-8.9%
C=CCn1c(SCC(=O)O)nnc1-c1ccc(C(C)(C)C)cc1	-2%	0.9	-1.3%	-4%	i	1.8	-3%	-6%	12%	-2.9%
CC(=C1C(=O)c2ccccc2C1=O)N1CCC(C(N)=O)(N2CCCCC2)CC1	-47%	1.1	-0.1%	-27%	i	1.1	6%	-7%	0%	0.9%
Nc1cc(C(=O)O)ccc1Nc1ccccc1	3%	1.1	-2.9%	10%	i	3.1	12%	-11%	-52%	-2.5%
O=C(CSc1ccc2nnc(CCNC(=O)c3ccccc3)n2n1)Nc1ccccc1F	3%	0.9	-1.1%	8%	i	0.5	3%	-9%	12%	-1.0%
Cc1ccc(SCc2cc(=O)[nH]c(/N=C(\N)Nc3ccc(C)c(C)c3)n2)cc1	-7%	1.2	-0.2%	0%	i	0.6	-1%	-7%	4%	-3.3%
Cn1c(=O)c2c(SCC(=O)N3CCOCC3)nc(C3CCCCC3)nc2n(C)c1=O	-6%	1.3	1.3%	-9%	/	/	-5%	-10%	-15%	-2.0%
NC1=NC[C@H](Cc2ccccc2)N1CCc1cc(C(F)(F)F)cc(C(F)(F)F)c1	/	/	/	/	i	2.3	3%	-12%	-1%	/
Cc1ccc(NC(=O)C2=CCN(S(=O)(=O)c3ccc(F)cc3)CC2)cc1	3%	1.1	-4.3%	4%	i	3.6	-4%	-1%	-2%	-3.1%
O=C(Nc1cc(S(=O)(=O)N2CCCCC2)ccc1N1CCOCC1)c1cc(=O)[nH]c2ccccc12	/	/	/	/	i	0.3	6%	-5%	-8%	/
COCCCn1c(=O)/c(=C\c2ccccc2OC(F)F)s/c1=C(/C#N)C(=O)N1CCOCC1	4%	1.1	-0.6%	1%	i	0.0	5%	2%	2%	-7.0%
CN=c1scc(-c2cc(OC)ccc2OC)n1/N=C/c1c(C)[nH]c2ccccc12	11%	1	-1.2%	16%	i	1.2	7%	-3%	9%	-3.9%
CC(C)OCCCNC(=O)CN1CCN(Cc2ccccc2Cl)C1=O	-1%	1.1	-0.6%	-2%	i	0.4	6%	-8%	-3%	-0.2%
COc1cc(Br)cc(-c2nc3c(c(=O)[nH]c(=O)n3Cc3ccccc3)n2C)c1O	16%	1.1	0.4%	4%	i	1.0	15%	1%	-5%	-6.5%
Cc1ccc(CN(Cc2cccnc2)C(=O)CN2C(=O)COc3ccccc32)o1	17%	1.1	3.2%	11%	i	4.6	16%	-7%	-5%	-3.0%
COc1ccc(C(=O)NC(=S)Nc2ccc(N3CCCC3)cc2)cc1OC	20%	1.2	-0.5%	15%	i	1.3	5%	0%	2%	-2.2%
Cc1ccc(NC(=S)N(CCCN2CCN(C)CC2)Cc2cccs2)cc1	-12%	1.1	-2.0%	-6%	i	0.7	2%	-5%	8%	-8.1%
O=C(CN(Cc1ccc2c(c1)OCO2)C(=O)CNS(=O)(=O)c1ccccc1)NCC1CCCO1 (stereo not drawn)	3%	1.1	0.3%	2%	i	0.4	-5%	1%	7%	-2.6%
Cc1cccc(Nc2n[nH]c(=S)s2)c1C	-34%	0.9	-3.6%	13%	/	/	1%	-2%	9.6µM*	-3.1%
COc1ccc(NC(=S)N(CCCN2CCOCC2)Cc2cn(C)c3ccccc23)cc1OC	19%	1	-2.0%	20%	i	2.4	3%	-5%	15%	-5.3%
COc1ccc(-c2nc3n(n2)C(c2ccccc2Cl)C(C(N)=O)=C(C)N3)cc1 (stereo not drawn)	5%	0.7	2.4%	-2%	i	1.0	9%	-7%	2%	-2.7%
C=C(C(=O)c1ccccc1)C(C)CC(=O)c1ccccc1 (stereo not drawn)	15%	1	1.8%	19%	i	8.2	-1%	-10%	-8%	-20%
Cc1cc(NC(=O)CSc2ccccn2)no1	-3%	1.1	-1.0%	-13%	i	0.2	1%	-4%	-5%	-4.6%
Cc1ccc(C)c(N2CCN(C(=O)Cn3c(=O)[nH]c4ccsc4c3=O)CC2)c1	2%	1.2	-0.5%	8%	i	2.1	10%	-4%	-15%	-3.7%
CCC(C)Oc1ccc(/C=C/c2[nH]c(=O)[nH]c(=O)c2[N+](=O)[O-])cc1OC (stereo not drawn)	0%	0.7	-7.0%	-26%	i	0.1	13%	4%	5%	-7.5%
Cc1cccc(C=Nc2ccc3c4c(cccc24)CC3)c1O	45%	1	-2.3%	45%	+	0.9*	4%	5%	-6%	-7.4%
CCc1nc(SCC(=O)Nc2nccs2)c2oc3ccccc3c2n1	-9%	1	3.9%	-7%	i	1.1	3%	-7%	-4%	-2.9%
Brc1ccc(-c2nnc3n2-c2ccccc2CC3)cc1	4%	1.1	6.1%	10%	i	7.9	11%	-4%	9%	-3.1%
COc1ccc2sc(NC(=O)CC(C)C)nc2c1	-6%	1.1	-1.5%	-6%	i	0.7	4%	-5%	-8%	0.1%
COc1cc(OC)nc(NC(=O)NS(=O)(=O)c2ccc(OC(F)(F)F)cc2)n1	-2%	1.1	0.4%	-2%	i	0.8	-7%	-9%	-16%	-1.6%
O=C(COC(=O)CNS(=O)(=O)c1c(Cl)cccc1Cl)Nc1ccccc1Sc1ccccc1	0%	0.9	-3.4%	7%	i	0.5	1%	-2%	-1%	-2.4%
CSc1ncnc2c1cnn2-c1ccc(C)cc1C	6%	1.2	-1.6%	-1%	i	0.4	-5%	-3%	-8%	-3.3%
CCOC(=O)C1(CCc2ccccc2)CCN(Cc2ccc(OC)cc2)CC1	3%	1.1	2.3%	12%	i	0.4	4%	-10%	1%	-1.1%
O=S1(=O)N=C2CCCCCN2C(c2ccccc2)N1 (stereo not drawn)	0%	1.1	-1.0%	1%	i	0.4	3%	-10%	0%	-7.8%
COc1ccccc1-n1cc(CN2CCN(C3CCCC3)C(CCO)C2)cn1 (stereo not drawn)	5%	1.1	-1.9%	5%	i	0.0	/	-12%	/	-5.5%
O=C(CSc1nccc(-c2cccs2)n1)Nc1ccc(Cl)cc1	/	/	/	/	i	0.7	-5%	-5%	-7%	/
CC(=O)c1ccc(NC(=O)C(C)N(C)CC(=O)Nc2cccc(F)c2)cc1 (stereo not drawn)	6%	1.1	-2.0%	1%	i	0.5	19%	-6%	1%	-4.7%
CCN(CC)S(=O)(=O)c1ccc(N=NC2=C(O)CCCC2=O)cc1	7%	1	3.2%	4%	i	2.4	1%	-1%	13%	-0.2%
CCN(C#N)c1nc(NC(C)C)nc(NC(C)C)n1	-1%	1.2	-2.2%	0%	i	6.4	2%	0%	-5%	-1.2%
CCNC(=O)CCc1nc(-c2ccc(C)cc2)no1	/	/	/	/	i	0.4	9%	1%	-8%	/
COc1cccc2[nH]c3c(=O)n(CCCN4CCOCC4)cnc3c12	/	/	/	/	i	0.2	5%	-19%	-26%	/
CCOc1ccc(-c2nnc(-c3cccs3)o2)cc1OCC	5%	1.1	0.8%	6%	i	0.2	0%	-2%	-6%	-4.2%
CN(C)/C=C(\C=O)c1cccc(Cl)c1	-4%	1.1	1.7%	-2%	i	0.2	13%	-6%	12%	-4.3%
COc1ccc(S(=O)(=O)Cc2ccc(C(=O)NCCCN3CCc4ccccc4C3)o2)cc1	3%	1.1	-0.1%	8%	i	3.4	11%	-8%	-3%	-12%

At a glance, 2 of the compounds above:
SMILES	PMI inhibition	TNAP activation fold	CSM14.1 death rescue	human PMI inhibition	Myeloid diff MLP	Myeloid diff MLP GFP+ MAC1+ %	P. falciparum M1AAP	LYP phosphatase	P. falciparum M17LAP	XIAP antagonists
COc1ccccc1-n1cc(CN2CCN(C3CCCC3)C(CCO)C2)cn1 (stereo not drawn)	5%	1.1	-1.9%	5%	i	0.0	/	-12%	/	-5.5%
O=C(CSc1nccc(-c2cccs2)n1)Nc1ccc(Cl)cc1	/	/	/	/	i	0.7	-5%	-5%	-7%	/

(cont.)
SMILES	PMI inhibition	TNAP activation fold	CSM14.1 death rescue	human PMI inhibition	Myeloid diff MLP	Myeloid diff MLP GFP+ MAC1+ %	P. falciparum M1AAP	LYP phosphatase	P. falciparum M17LAP	XIAP antagonists
C[C@]12C=CC(=O)C=C1CC[C@@H]1[C@@H]2[C@@H](O)C[C@@]2(C)[C@H]1CC[C@]2(O)C(=O)COC(=O)CCC(=O)O	10%	1.1	8.0%	7%	?	/	16%	-8%	-15%	-5.7%
Cc1nnc(SCC(=O)N(C)CC(=O)Nc2ccc(F)cc2)n1Cc1ccccc1	-17%	1	-0.9%	-24%	i	0.7	8%	2%	0%	-7.5%
O=C(CCn1c(=O)sc2ccccc21)NCCC1=CCCCC1	-1%	1.1	-0.1%	4%	i	3.3	2%	-5%	7%	-8.7%
CC1(C)N=C(/C=N/O)CN1O	-1%	1.1	-1.3%	-2%	i	1.2	3%	-8%	10%	-4.3%
CCOCCCNC(=O)C1CCCCN1S(=O)(=O)c1ccc(F)cc1 (stereo not drawn)	9%	1.1	0.1%	10%	i	1.1	1%	-7%	7%	-4.8%
O=[N+]([O-])c1cc(-c2nnc(-c3ccccc3)o2)ccc1Oc1ccc(Cl)cc1	-8%	0.9	0.1%	2%	i	0.3	3%	-3%	-5%	-1.2%
Cn1ncc2c1ncn1nc(COc3ccc4ccccc4c3)nc21	-10%	1.1	-1.0%	-8%	i	0.9	8%	-10%	-10%	-5.1%
